Spn MK inh = S. pneumoniae MK inhibitors, primary screen, biochemical, PK/LDH-coupled NADH absorbance; mevalonate kinase [Streptococcus pneumoniae D39]; purified MK, PK/LDH-coupled NADH absorbance 340 nm; inhibition, % at 10 µM; 0.48% of 65,000 active; AID 555, 2006;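 active = ranked among the strongest by inhibition in the single 10 µM screen, a fixed top-ranked set picked for dose follow-up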; also: no value below 0 was filed
TNAP inhibition = human TNAP enzyme inhibitors, biochemical, luminescent (AID 518); Alkaline phosphatase, tissue-nonspecific isozyme (Homo sapiens); purified TNAP enzyme, luminescent substrate readout; higher % means a stronger effect; inhibition, % at 20 µM; hits with a dose series show IC50 in µM; 0.09% of 64,000 active; in the data active = a potency from the dose series; inactive = the rest, 99 in 100 with inhibition below about 22%;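 also: plate controls were vehicle for no effect and reference inhibitor for full effect; many of its hits are not listed in these tables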
LYP phosphatase = LYP phosphatase inhibitors, primary screen, biochemical, DiFMUP fluorescence, recombinant catalytic domain, 10 µM (AID 606); Tyrosine-protein phosphatase non-receptor type 22 (Homo sapiens); recombinant LYP catalytic domain, DiFMUP fluorescence; higher % means a stronger effect; inhibition, % at 10 µM, or IC50 in µM where a hit was titrated; 52,000 tested, under 10 active;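 active = IC50 under 40 µM in the dose-response test; inactive = IC50 of 40 µM or more, or never dose-tested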
Bfl-1 displacement = Bfl-1 inhibitors, primary screen, biochemical, fluorescence polarization, FITC-Bid, mouse (AID 432); Bcl-2-related protein A1 (Mus musculus); FITC-Bid BH3 peptide fluorescence polarization displacement; higher % means a stronger effect; one-dose displacement, % at 20 µM; IC50 in µM for titrated hits; 0.02% of 64,000 active; in the data active = a potency from the dose series; inactive = the rest, 99 in 100 with displacement below about 15%; also: strong numbers were not always called active
HPDE-C7 viability = cytotoxicity in HPDE-C7 cells, cell-based, fluorescence, HTS (AID 430); HPDE-C7 pancreatic duct cells viability, fluorescence; higher % means a stronger effect; cytotoxicity, % at 10 µM; hits with a dose series show EC50 in µM; 1.8% of 63,000 active;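 also: cells exposed to compound for 48 hours before viability readout; 0% = vehicle and 100% = reference cytotoxic drug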
KRASV12 cytotoxicity = cytotoxicity in KRAS-transformed pancreatic duct cells, primary screen, cell-based, fluorescence, HTS (AID 431); HPDE-C7K KRASV12 cells, Alamar Blue viability, 48 h; higher % means a stronger effect; one-dose cytotoxicity, % at 10 µM; EC50 in µM for titrated hits; 1.7% of 63,000 active;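 active = compounds whose percent cytotoxicity in the single-dose primary screen, scaled between solvent and toxic-drug controls, exceeds 50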;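 also: 0% = DMSO solvent wells and 100% = doxorubicin-treated wells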
Spn PMK inh = S. pneumoniae PMK inhibitors, primary screen, biochemical, mevalonate pathway, pilot trial included | inhibition, % at 10 µM | purified PMK, PK/LDH-coupled NADH absorbance 340 nm | 0.49% of 65,000 active | phosphomevalonate kinase (Streptococcus pneumoniae D39);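 active = top-ranked compounds by inhibition in the single 10 µM screen, taking a fixed number of the strongest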;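 also: 0% = full reaction with DMSO carrier and 100% = background rate without enzyme reaction; no value below 0 was filed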
HT1080 cytotoxicity = cytotoxicity in HT1080 fibrosarcoma cells, cell-based, fluorescence readout (AID 620); HT1080 viability, fluorescence; higher % means a stronger effect; cytotoxicity, % at 10 µM, or EC50 in µM where a hit was titrated; 0.42% of 87,000 active;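 also: cells exposed to compound overnight then 4 h with Alamar Blue; 0% = vehicle DMSO and 100% = killing control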
Spn DPM-DC inh = S. pneumoniae DPM-DC inhibitors, primary screen, biochemical, PK/LDH-coupled NADH fluorescence. diphosphomevalonate decarboxylase (Streptococcus pneumoniae D39). purified DPM-DC. calls only at 10 µM. 0.49% of 65,000 active;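 active = the 320 compounds with the highest percent inhibition in the single-dose primary screen, excluding strongly autofluorescent ones, cut at about 32% in these data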;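 also: kinetic rate of NADH fluorescence loss reporting ADP formed by the decarboxylase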
Spn PMK inh pilot replicates = second read-out of Spn PMK inh, no call of its own (marks repeat the call); inhibition, %; measured here: pilot screen replicates
Spn MK inh pilot replicates = also measured in Spn MK inh; calls as there; inhibition, %; measured here: pilot screen replicates
Spn DPM-DC inh pilot screen % = second read-out of Spn DPM-DC inh, no call of its own (marks repeat the call); inhibition, %; measured here: pilot screen trials
* = called active by the depositor; i = inactive; . = no result given. Rule as the data show it, unless noted: active = cytotoxicity above about 50%; inactive = the rest.

SMILES	Spn MK inh	TNAP inhibition	LYP phosphatase	Bfl-1 displacement	HPDE-C7 viability	KRASV12 cytotoxicity	Spn PMK inh	HT1080 cytotoxicity	Spn DPM-DC inh	others
CCOC(=O)CCN(Cc1cccs1)S(=O)(=O)c1ccc(Cl)cc1	0.0	7.0%	-6.6%	-4.0%	-3.7%	7.8%	6.0	13.8%	i
CCN(CC)CCCN1C(=O)C(O)=C(C(=O)c2ccco2)C1c1cc(OC)ccc1OC (stereo unspecified)	10.0	4.0%	5.6%	0.5%	.	.	7.0	2.6%	i
CC1(C)Cc2cccc(OCC(=O)N3CCN(S(=O)(=O)c4ccccc4F)CC3)c2O1	1.0	5.9%	-2.5%	-3.6%	-1.9%	4.1%	21.0	3.9%	i
Cc1cc(N2CCN(c3nc4ccccc4s3)CC2)n2ncnc2n1	5.0	3.7%	.	3.7%	-7.8%	-0.7%	12.0	-10.0%	i
CCCCOc1ccc(-c2nnn(CC(=O)Nc3ncc(CC(=O)OCC)s3)n2)cc1	7.0	10.3%	-2.4%	-0.3%	-35.9%	28.7%	14.0	3.3%	i	Spn PMK inh pilot replicates=1.5;Spn MK inh pilot replicates=0.0;Spn DPM-DC inh pilot screen %=3.0
Oc1ccccc1-c1nc(NCCN2CCOCC2)c2ccccc2n1	9.0	-2.1%	16.4%	0.5%	42.4%	59.3%*	5.0	19.4%	i
C(/CCc1ccccc1)=N\n1cnnc1	2.0	22.0%	-2.0%	-14.2%	-24.5%	1.4%	0.0	3.8%	i	Spn PMK inh pilot replicates=1.0;Spn MK inh pilot replicates=0.0;Spn DPM-DC inh pilot screen %=2.0
O=C(O)CCCCCNc1nc2ncn(Cc3ccccc3)c2c(=O)[nH]1	8.0	14.3%	.	-6.6%	-6.9%	-18.0%	5.0	2.0%	i
Cc1cc(C)c2c(-n3cccc3)c(C(=O)O)sc2n1	0.0	5.0%	-2.6%	2.3%	-3.0%	-3.2%	0.0	9.8%	i
COc1ccc(CCCC(=O)O)c(C)c1	3.0	14.7%	-4.8%	-7.0%	-2.0%	-7.7%	0.0	2.6%	i
Cc1oc2nc(SCC(=O)N3CCCCC3)nc(N)c2c1C	9.0	5.8%	9.8%	-3.0%	6.9%	8.4%	0.0	-0.5%	i
Cc1ccc2c(c1)C1CN(C)CCC1N2C(=O)Nc1ccc(Cl)cc1 (stereo unspecified)	8.0	1.5%	.	-3.9%	-4.4%	2.2%	0.0	14.6%	i
COc1ccc(S(=O)(=O)Cc2ccc(C(=O)NC3CC3)o2)cc1	1.0	4.4%	8.8%	1.3%	4.4%	-11.3%	0.0	2.0%	i
CC(NC(=O)c1cccnc1)c1ccc2c(c1)OCO2 (stereo unspecified)	4.0	15.1%	-2.5%	-1.9%	-0.2%	-3.2%	9.0	-2.8%	i
CCOC(=O)N1CCC(NC(=O)CN2C(=O)CSc3ncccc32)CC1	6.0	5.2%	-1.5%	3.4%	-23.4%	-9.9%	8.0	.	i
Cc1sc(-n2cccc2)c(C(=O)O)c1C	3.0	4.3%	1.3%	-2.0%	4.9%	-4.2%	20.0	10.9%	i
O=C(CCn1nnc2ccccc21)Nc1nnc(-c2ccccc2F)s1	9.0	11.9%	7.2%	0.7%	-30.8%	-15.9%	4.0	4.7%	i
CC(CC(C)C(=O)N1CCOCCN(C(=O)C(C)CC(C)C(=O)O)CCOCC1)C(=O)O (stereo unspecified)	1.0	6.7%	10.8%	-2.8%	-10.5%	-5.3%	3.0	-0.8%	i
CC(C)(C)c1cc(C(=O)NCc2ccco2)ccn1	12.0	4.7%	.	4.1%	.	.	9.0	-1.4%	i
CS(=O)(=O)N(CCC(=O)O)Cc1ccccc1	0.0	13.4%	-10.5%	-8.0%	-21.5%	-25.2%	15.0	1.5%	i
Cc1cc(NC(=O)c2cc(C(C)C)on2)no1	6.0	3.3%	-4.6%	3.4%	-13.6%	-6.3%	7.0	0.5%	i
O=C(CN1CCN(C(=O)c2ccco2)CC1)Nc1c2c(nc3c1CCC3)CCCC2	38.0	0.4%	3.8%	-3.9%	-3.3%	-1.5%	5.0	12.4%	i
O=C(CCNS(=O)(=O)c1ccc(Br)s1)N1CCN(c2ccccc2)CC1	3.0	10.4%	1.2%	-4.3%	-8.5%	6.3%	12.0	-1.8%	i
CCOCCCNCc1ccc(OC)c(OC)c1	33.0	10.9%	6.6%	-0.2%	-11.2%	-6.5%	3.0	4.8%	i
O=C(C1CC1)N1CCc2cc(Br)cc(S(=O)(=O)NC3CCCCC3)c21	3.0	6.1%	.	-3.3%	9.2%	6.0%	15.0	-7.5%	i
(list continues)
SMILES	Spn MK inh	TNAP inhibition	LYP phosphatase	Bfl-1 displacement	HPDE-C7 viability	KRASV12 cytotoxicity	Spn PMK inh	HT1080 cytotoxicity	Spn DPM-DC inh	others
O=S1(=O)CCN2C(c3ccco3)=CSC2=N1	10.0	2.7%	.	-2.5%	3.1%	-4.6%	0.0	5.1%	i
Cc1oc(-c2cccc(Cl)c2)nc1CN1CCCC(C(=O)NC(C)c2ccc3c(c2)OCCO3)C1 (stereo unspecified)	9.0	6.3%	.	-7.9%	11.9%	5.9%	0.0	2.3%	i
O=C(C1CCN(c2nnc(-n3cccc3)s2)CC1)N1CCN(Cc2ccc3c(c2)OCO3)CC1	10.0	15.3%	.	-4.6%	-3.5%	0.0%	12.0	0.6%	i	Spn PMK inh pilot replicates=2.0;Spn MK inh pilot replicates=1.0;Spn DPM-DC inh pilot screen %=0.0
Cc1occc1C(=O)n1cnc2ccccc21	5.0	3.8%	13.3%	-7.3%	-2.2%	11.3%	5.0	-1.1%	i
CCOC(=O)NC(=O)COC(=O)Cc1cc(OC)c(OC)c(OC)c1	8.0	-2.2%	13.5%	-5.3%	-11.2%	7.3%	14.0	0.7%	i
Cc1c(-c2ccco2)[n+](=O)c2c(n1[O-])CCCCC2	10.0	9.4%	.	-3.1%	-15.8%	9.4%	0.0	-0.4%	i
Cc1cc(S(=O)(=O)NCc2cccnc2)ccc1-n1cnnn1	0.0	11.7%	-3.7%	-2.1%	4.6%	-3.1%	12.0	0.1%	i
O=C(c1ccncc1)N1C2C=CC(C2)C1(C(F)(F)F)C(F)(F)F (stereo unspecified)	6.0	6.7%	10.8%	4.9%	-24.4%	-30.2%	7.0	2.7%	i
COc1cccc(C(=O)N2CCN(S(=O)(=O)Cc3ccccc3)CC2)c1OC	2.0	6.3%	-0.2%	-3.7%	-0.4%	8.5%	8.0	0.6%	i
CCCNC(=O)NS(=O)(=O)c1ccc(Cl)cc1	0.0	16.7%	9.4%	-1.5%	10.6%	5.6%	2.0	0.5%	i	Spn PMK inh pilot replicates=3.0;Spn MK inh pilot replicates=0.0;Spn DPM-DC inh pilot screen %=4.0
CCCn1c(SCC(=O)Nc2ccc3c(c2)OCO3)nc2c1c(=O)n(C)c(=O)n2C	1.0	6.6%	15.0%	6.8%	-4.6%	-3.7%	11.0	2.8%	i
C=CCSC1=C(C#N)C(c2cccc(OC)c2)CC(=O)N1 (stereo unspecified)	15.0	.	.	.	.	.	6.0	-1.9%	i
O=C(Nc1ccc(S(=O)(=O)N2CCOCC2)cc1)c1ccc(Br)o1	6.0	5.0%	.	-5.6%	-1.8%	-9.2%	1.0	-0.1%	i
Cc1cc(NC(=O)CCCC(=O)N(CC(=O)NCCc2ccccc2)Cc2ccc(F)cc2)no1	0.0	-4.7%	6.5%	0.8%	-14.8%	-21.8%	12.0	-7.2%	i
c1ccc(-c2noc(-c3ccc4c(c3)OCO4)n2)nc1	11.0	1.7%	-7.5%	3.6%	-1.6%	-1.9%	3.0	4.6%	i
CC(NC(=O)CSc1nc2ccccc2c(=O)n1CCCO)c1ccccc1 (stereo unspecified)	0.0	7.0%	1.6%	-5.2%	4.4%	5.9%	18.0	3.8%	i
CC(C)C(NC(=O)C1CCCCC1)C(=O)Nc1ccncc1 (stereo unspecified)	0.0	3.1%	2.7%	-0.3%	0.8%	2.3%	19.0	-14.4%	i
COc1cc(-c2nc(-c3ccc(-c4ccccc4)nc3OC)no2)cc(OC)c1OC	0.0	5.8%	.	-5.3%	-1.7%	-0.9%	14.0	-1.5%	i
COc1cc(C(=O)Nc2ccc3c(c2)OCCO3)ccc1OC(C)C	8.0	8.4%	12.3%	7.6%	-1.5%	2.7%	4.0	3.1%	i
NCCCCCc1nnc(SCC(=O)c2ccc(Cl)cc2)o1	6.0	15.0%	-4.9%	-7.1%	.	.	6.0	-8.5%	i

A run of entries taken from the entries so far, for reference:
SMILES	Spn MK inh	TNAP inhibition	LYP phosphatase	Bfl-1 displacement	HPDE-C7 viability	KRASV12 cytotoxicity	Spn PMK inh	HT1080 cytotoxicity	Spn DPM-DC inh	others
O=S1(=O)CCN2C(c3ccco3)=CSC2=N1	10.0	2.7%	.	-2.5%	3.1%	-4.6%	0.0	5.1%	i
Cc1oc(-c2cccc(Cl)c2)nc1CN1CCCC(C(=O)NC(C)c2ccc3c(c2)OCCO3)C1 (stereo unspecified)	9.0	6.3%	.	-7.9%	11.9%	5.9%	0.0	2.3%	i

Entries shown so far containing a COOH group:
SMILES	Spn MK inh	TNAP inhibition	LYP phosphatase	Bfl-1 displacement	HPDE-C7 viability	KRASV12 cytotoxicity	Spn PMK inh	HT1080 cytotoxicity	Spn DPM-DC inh	others
O=C(O)CCCCCNc1nc2ncn(Cc3ccccc3)c2c(=O)[nH]1	8.0	14.3%	.	-6.6%	-6.9%	-18.0%	5.0	2.0%	i
Cc1cc(C)c2c(-n3cccc3)c(C(=O)O)sc2n1	0.0	5.0%	-2.6%	2.3%	-3.0%	-3.2%	0.0	9.8%	i
COc1ccc(CCCC(=O)O)c(C)c1	3.0	14.7%	-4.8%	-7.0%	-2.0%	-7.7%	0.0	2.6%	i
Cc1sc(-n2cccc2)c(C(=O)O)c1C	3.0	4.3%	1.3%	-2.0%	4.9%	-4.2%	20.0	10.9%	i
CC(CC(C)C(=O)N1CCOCCN(C(=O)C(C)CC(C)C(=O)O)CCOCC1)C(=O)O (stereo unspecified)	1.0	6.7%	10.8%	-2.8%	-10.5%	-5.3%	3.0	-0.8%	i
CS(=O)(=O)N(CCC(=O)O)Cc1ccccc1	0.0	13.4%	-10.5%	-8.0%	-21.5%	-25.2%	15.0	1.5%	i

This is a random part of the collection. About 3.4% of those tested had a hit in this group.
